Bioassay records: PubChem, National Center for Advancing Translational Sciences (NCATS)
AmpC no deterg: inhibitors of E. coli AmpC beta-lactamase without detergent. AmpC nitrocefin hydrolysis, absorbance 480 nm, 0.0001% Triton. 330,000 compounds, 0.52% hits. Potency, µM (doses to about 57.1 µM), for inactives: at the highest dose activity change, negative = inhibition, hits mostly inhibitors. P00811;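 note: potency is the fitted concentration of half-maximal effect; plate controls were no compound for no effect and no enzyme for full effect; nearly all actives have a fitted effect of over 20% in size; some results filed as inactive show a strong effect at the top dose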
Target sequence (P00811 whole entry, looked up): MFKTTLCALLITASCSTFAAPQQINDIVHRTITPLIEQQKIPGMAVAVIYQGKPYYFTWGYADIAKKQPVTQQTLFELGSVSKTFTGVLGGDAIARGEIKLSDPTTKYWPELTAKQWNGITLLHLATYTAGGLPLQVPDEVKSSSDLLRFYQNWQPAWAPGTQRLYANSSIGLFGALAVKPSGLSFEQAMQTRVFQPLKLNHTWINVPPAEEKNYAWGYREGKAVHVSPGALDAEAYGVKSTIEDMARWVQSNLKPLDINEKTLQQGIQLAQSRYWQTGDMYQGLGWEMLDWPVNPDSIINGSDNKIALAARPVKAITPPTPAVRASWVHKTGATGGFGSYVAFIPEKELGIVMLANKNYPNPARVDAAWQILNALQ
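AmpC (5.3 nM in the dispensed reagent) in 20 mM phosphate pH 7.0 with 0.01% (detergent screen) or 0.0001% Triton X-100 was preincubated with compounds for 15 min at room temperature. Nitrocefin was then added from an 800 uM solution, and hydrolysis was followed at 480 nm.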
HCMV antiviral: blocks human cytomegalovirus replication; AID 1259415; 410,000 compounds, 4.5% hits; HFF cells, HCMV-luciferase reporter, 72 h; stronger effect = lower value; activity change, negative = inhibition, % at 57.5 µM; in the data active = activity change below about -60%; inconclusive = no clear call, values can overlap the other calls; inactive = above about -39%
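Cell-based, HFFs, 1000 cells/well, 16 h 37C; cpds in DMSO + HCMV-luc, MOI 1 PFU/cell; 72 h 37C; OneGlo luminescence after 5 min RT; norm. to buffer vs Salinomycin 10uM.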
AMA1-RON2 inh: inhibitors of Plasmodium falciparum AMA1-RON2 interaction. AlphaScreen AMA1-biotinylated RON2 peptide binding. AID 720542. Potency, µM (highest dose often 58.2 µM), without a hit: top-dose activity change, negative = inhibition, most hits filed as inhibitors. 360,000 compounds, 0.2% hits;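 note: potency is the fitted concentration of half-maximal effect; 0% = vehicle wells and -100% = peptide control; nearly all actives have a fitted effect of over 45% in size; some results filed as inactive show a strong effect at the top dose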
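AMA1 (3D7) with his tag at 25 nM final met compounds first, then biotinylated RON2 peptide at 25 nM; detection used donor plus acceptor beads, 10 µg/mL apiece, read by AlphaScreen after 30 min at room temperature.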
Sm TGR block: blocks Schistosoma mansoni thioredoxin glutathione reductase; Q962Y6; purified TGR, DTNB reduction, TNB absorbance 405 nm; Potency, µM (top dose mostly 114 µM), without a hit: at the top dose activity change, negative = inhibition, hits mostly inhibitors; 360,000 compounds, 3% hits; note: potency is the fitted concentration of half-maximal effect; nearly all actives have a fitted effect of over 60% in size
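First, TGR (20 nM dispensed) and NADPH were mixed with compound. Second, a 15 min room-temperature incubation followed. Third, further NADPH and then DTNB were added to start the reaction. Finally, TNB absorbance was monitored kinetically.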
Giardia FBPA inh: blocks Giardia fructose-bisphosphate aldolase activity. A8B2U2. purified Giardia FBPA. Potency, µM (doses to about 59.6 µM), for the others: at the highest dose activity, negative = inhibition, usual class: inhibitors. 290,000 compounds, 0.71% hits; note: potency is the fitted concentration of half-maximal effect; nearly all actives have a fitted effect of over 55% in size
Target sequence (A8B2U2 whole entry, looked up): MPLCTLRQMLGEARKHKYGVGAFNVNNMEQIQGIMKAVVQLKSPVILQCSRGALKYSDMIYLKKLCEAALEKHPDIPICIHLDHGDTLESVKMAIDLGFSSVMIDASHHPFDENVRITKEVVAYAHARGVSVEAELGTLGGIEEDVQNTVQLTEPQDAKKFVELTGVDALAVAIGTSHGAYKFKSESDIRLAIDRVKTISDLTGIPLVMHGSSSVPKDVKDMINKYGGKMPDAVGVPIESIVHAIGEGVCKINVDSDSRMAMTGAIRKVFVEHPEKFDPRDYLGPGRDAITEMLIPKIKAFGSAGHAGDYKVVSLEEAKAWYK
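40 nM FBPA preincubated 10 min at RT with compound (up to 57.5 uM final), then substrate plus GAPDH/TPI/NAD/arsenate coupling and diaphorase/resazurin added. Fluorescence read after 20 min at RT, 525/598 nm.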
AmpC inh detg: AmpC beta-lactamase inhibition with detergent present; AmpC hydrolysis of nitrocefin, absorbance 480 nm, 0.01% Triton; Potency, µM (titrated, usually from 114 µM), for the others: at the top dose activity change, negative = inhibition, most hits filed as inhibitors; 370,000 compounds, 0.041% hits; AID 485294;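 note: potency is the fitted concentration of half-maximal effect; 0% = no-compound wells and -100% = no-enzyme wells; nearly all actives have a fitted effect of over 25% in size; some results filed as inactive show a strong effect at the top dose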
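AmpC (5.3 nM in the dispensed reagent) in 20 mM phosphate pH 7.0 with 0.01% (detergent screen) or 0.0001% Triton X-100 was preincubated with compounds for 15 min at room temperature. Nitrocefin was then added from an 800 uM solution, and hydrolysis was followed at 480 nm.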
* = called active by the depositor; u = inconclusive; x = no result given; & = joins results of further samples; [ ] = remark or other dose. Unless noted, calls come from the whole dose curve; as a rule, active = well fitted curve in the direction sought with a large enough effect; inconclusive = small, poorly fitted or top-dose-only effect, or another doubt; inactive = no such curve, though single readings can be large; an effect the other way counts as inactive or inconclusive. Unless noted, % is set by controls: 0 for no effect and ±100 for the full control effect.

structure,AmpC no deterg,HCMV antiviral,AMA1-RON2 inh,Sm TGR block,Giardia FBPA inh,AmpC inh detg
CCCCc1ccc(NS(=O)(=O)c2cccs2)cc1,-42%,-18,20%,-24%,-4%,-5%
CC(C)(C)c1cc(N/C=C\c2nnnn2-c2ccc(Br)cc2)no1,7%,37,-23%,-2%,13%,-10%
COc1ccc(-n2nnnc2SCC(=O)NC2CCCC2)cc1OC,-17%,16,-6%,7%,5%,-14%
COc1ccc(C(=O)N2CCCC(Nc3ccc(F)cc3)C2)c(OC)c1 (stereo not drawn),33%,1,15%,0%,x,5%
O=C(NCc1ccccc1)c1ccc2c(c1)CCN2S(=O)(=O)c1ccccc1,x,-25,x,-3%,x,-4%
Cc1ccccc1OCc1ccc(-c2nc(C#N)c(N3CCN(C)CC3)o2)o1,x,-35,x,18%,x,22%
COc1ccc(C2=NS(=O)(=O)N(C)C(C(=O)NC3CCCCC3)=C2)cc1,-20%,0,0%,-2%,2%,-12%
Nc1c(C(=O)Nc2ccccc2)sc2ncc([N+](=O)[O-])cc12,-16%,-23,-12%,21%,6%,11%
CCN(CC)C(=O)CSc1nnc(-c2ccc(F)cc2)n1N,-10%,78,-5%,8%,11%,7%
CC(OC(=O)c1ccc(C(C)(C)C)cc1)C(=O)NC1CCCCC1C (stereo not drawn),8%,10,-11%,6%,x,-7%
COc1ccccc1NS(=O)(=O)c1ccc(C)c(C(=O)N2CCN(c3ccc(O)cc3)CC2)c1,-1%,u,-18%,x,x,x
C=CCn1c(SCC(=O)NCc2ccccc2)nnc1-c1cc(Br)ccc1O,-4%,8,33%[activator],-23%,0%,0%
CC12C=CC3(O1)C(C(=O)N(c1ccccc1)C3C(=O)NC1CCCC1)C2C(N)=O (stereo not drawn),-27%,5,10%,-9%,-5%,1%
CCOC(=O)C1CCN(C(=O)COC(=O)Cc2ccc(Cl)cc2)CC1,11%,-27,-2%,2%,5%,-16%
CN(C1CCCC1)C1CCN(C(=O)CNC(=O)/C=C/c2ccc(F)cc2)CC1,-8%,-24,8%,-7%,21%,1%
O=C(Nc1ccccc1OC(F)F)c1cc2c(s1)CCC2,-32%,-16,25%,-3%,2%,-11%
Cc1ccc(CNC(=O)c2nnn(-c3cccc(C)c3)c2N)cc1,-5%,7,-2%,-12%,-11%,-3%
COc1ccc(Cn2c(SCc3ccccc3C)nc3cc(OC)c(OC)cc3c2=N)cc1,150%[activator],28,x,-21%,3%,-6%
Cc1occc1C(=O)NNC(=O)c1nn(C)c(=O)c2ccccc12,-5%,39,-2%,0%,3%,5%
COc1cccc(NC(=O)Cn2c3ccc(F)cc3c3nc4n(c(=O)c32)CCS4)c1,93%[activator],-29,1%,-5%,x,2%
CN(C)CCCN(C(=O)c1ccc(S(=O)(=O)N(C)C2CCCCC2)cc1)c1nc2ccc(Br)cc2s1,161%[activator],-29,-14%,3%,x,2%
Cc1ccc(NC(=O)c2cccc(NC(=O)CC3SC(N4CCCCC4)=NC3=O)c2)nc1 (stereo not drawn),39%,27,17%,-1%,x,u
Cc1c(N=Nc2ccc(N(C)C)cc2)c(=O)n(-c2ccccc2)n1C,7%,83,-12%,x,0%,-6%
O=C(CSc1nccc(=O)[nH]1)NCc1ccc(Cl)cc1,-11%,-35,8%,1%,13%,-1%
Cc1c(CNC2CCCCC2)c(C(=O)O)c(C)n1Cc1ccc(F)cc1,x,7,x,-5%,x,26%
CCCCS(=O)(=O)Nc1ccc2ncn(C)c(=O)c2c1,-20%,-1,-2%,-8%,1%,-10%
CCOc1ccc2[nH]c(=O)c(CN(Cc3ccccc3OC)C(=O)c3ccccc3)cc2c1,-27%,-25,3%,-1%,4%,u
CN(C(=O)c1ccccc1)c1ccc(OCC(=O)NC2CCS(=O)(=O)C2)cc1 (stereo not drawn),-18%,24,2%,8%,0%,5%
COCCNc1ncnc2c1cnn2-c1cc(Cl)ccc1C,x,-7,x,10%,x,8%
CCCn1c(N)c(N(CCOC)C(=O)CCC2CCCCC2)c(=O)[nH]c1=O,5%,-9,-9%,-4%,x,-14%

(listing goes on)
structure,AmpC no deterg,HCMV antiviral,AMA1-RON2 inh,Sm TGR block,Giardia FBPA inh,AmpC inh detg
COC(=O)c1nonc1NCn1nnc2ccccc21,-16%,-4,-3%,u,9%,1%
COc1cccc(N(CC(=O)NCCSCc2ccco2)S(=O)(=O)c2ccccc2)c1,-7%,u,-27%,u,x,4%
O=C(N/N=C/c1ccncc1)c1ccccc1OCc1ccc(Br)cc1,2%,u,-1%,-7%,8%,-14%
O=C(c1ccc2ccccc2c1)N1CCN(c2ccccc2)CC1,x,9,-19%,-21%,1%,3%
COCc1ccc(C(=O)N2CCCC(Nc3ccc(F)c(F)c3)C2)s1 (stereo not drawn),27%,-3,-14%,-28%,x,0%
COc1cccc(OCc2cc(C(=O)N3CCNC(=O)C3Cc3ccccc3)no2)c1 (stereo not drawn),92%[activator],55,-4%,-17%,1%,-5%
Cc1ccc2cc(NC(=O)c3ccccc3C)ccc2n1,-33%,-100*,-4%,5%,0%,-1%
CCOC(=O)c1ccc(NC(=O)[C@@H](NC(N)=O)C(C)C)cc1,-22%,0,-14%,1%,-2%,1%
C[C@H]1COC(=O)[C@H](CC(=O)OC(C)(C)C)C/C=C\C[C@@H](CC(=O)NCCO)C(=O)N1,-3%,-4,8%,x,x,x
COC(=O)c1cc(OC)c(OC)cc1NC(=O)c1cc(-c2ccccc2)nc2ccccc12,-13%,31,-4%,0%,-3%,-9%
COc1ccccc1NC(=O)NC1(C(=O)NCC2CCCO2)CCCCC1 (stereo not drawn),-4%,-26,0%,5%,3%,-1%
O=S(=O)(c1ccc(N2CCN(Cc3ccccc3)CC2)nc1)N1CCCC1,25%,-35,-7%,-12%,x,5%
O=C(O)CCSc1ccc([N+](=O)[O-])cc1[N+](=O)[O-],-13%,-1,-13%,x,0%,5%
O=C(CCn1c(=O)[nH]c2ccccc2c1=O)NCCSCc1ccccc1,-47%,7,8%,-2%,1%,-6%
Cc1cccc(-c2nnc(SCC(=O)c3ccc(O)cc3O)n2C)c1,-16%,14,11%,6%,0%,3%
Cc1cccc(NC(=O)c2ccc(C3SCC(=O)N3CCc3ccccc3)cc2)c1 (stereo not drawn),-20%,u,-16%,11%,1%,-6%
CSc1ccc(C2c3c(oc4cc(C)cc(C)c4c3=O)C(=O)N2CCO)cc1 (stereo not drawn),x,15,x,0%,x,5%
Cc1cc(N2CCOCC2)nc(NCc2ccccc2)n1,-16%,-38,-8%,10%[11.4 µM],-2%,-6%
O=C(N/C(=C/c1ccco1)C(=O)N1CCCCCC1)c1ccccc1,-18%,-15,14%,-33%,0%,-8%
Cc1ccc2nc(COc3cccc(NC(=O)COc4ccccc4F)c3)cc(=O)n2c1,x,31,x,-1%,x,15%
CCOC(=O)C1=C(CN2CCN(c3ccc(OC)cc3)CC2)NC(=O)NC1c1ccc(OC)cc1 (stereo not drawn),x,-26,x,-21%,x,-6%
O=C(NCc1nnc(SCC(=O)N2CCCC2)o1)c1cccc(C(F)(F)F)c1,24%,-6,-1%,-15%,x,-7%
Cc1n[nH]c(=S)c2nn(-c3cccc(Cl)c3)c(C)c12,-11%,15,x,79µM*,-18%,-6%
CCC(C)N(C(=O)CSc1ncnc2c1cnn2-c1ccccc1)C1CCS(=O)(=O)C1 (stereo not drawn),-4%,-2,2%,0%,x,-19%
COC(=O)Nc1ccc(S(=O)(=O)Nc2ncccn2)cc1,-1%,-15,-2%,x,0%,7%
CC(=O)Nc1nc(C)c(Oc2ccc(Cl)cc2)c(=O)[nH]1,-8%,0,-13%,2%,8%,5%
CCOC(=O)c1sc2ncnc(NCC(c3cccs3)N(C)C)c2c1C (stereo not drawn),13%,-16,25%,14%[11.4 µM],11%,2%
CCOC(=O)C1CCN(S(=O)(=O)c2ccc3c(c2)N(C)C(=O)CC(=O)N3C)CC1,3%,u,-4%,-24%,x,-1%&-4%
O=C(CSc1nc(=O)[nH]c2c1CCCC2)Nc1ccc(F)cc1F,-2%,-1,-14%,-14%,x,0%
CC(C)[C@H](NC(=O)c1ccc(C(C)(C)C)cc1)C(=O)Nc1nnc(C2CC2)s1,-18%,73,-10%,4%,-7%,-4%

Laid out differently: 2 of the compounds above.
SMILES: CCOC(=O)c1sc2ncnc(NCC(c3cccs3)N(C)C)c2c1C (stereo not drawn)
  AmpC no deterg: 13% | HCMV antiviral: -16 | AMA1-RON2 inh: 25% | Sm TGR block: 14%[11.4 µM] | Giardia FBPA inh: 11% | AmpC inh detg: 2%
SMILES: CCOC(=O)C1CCN(S(=O)(=O)c2ccc3c(c2)N(C)C(=O)CC(=O)N3C)CC1
  AmpC no deterg: 3% | HCMV antiviral: u | AMA1-RON2 inh: -4% | Sm TGR block: -24% | Giardia FBPA inh: x | AmpC inh detg: -1%&-4%

(continued)
structure,AmpC no deterg,HCMV antiviral,AMA1-RON2 inh,Sm TGR block,Giardia FBPA inh,AmpC inh detg
Cc1ccc(C(=S)N2CCN(Cc3ccccc3)CC2)s1,-4%,-14,u,5%,18µM*,-14%
CCOC(=O)C(=O)Cc1nc2ccccc2s1,-39%,0,56%[activator],3%,u,11%
CN1CCN(c2nc(NCc3ccco3)nc(N)c2[N+](=O)[O-])CC1,-19%,6,13%,-4%,1%,2%
O=C(Cc1ccccc1)Nc1sc2c(c1C(=O)Nc1ccccc1)CCCCC2,x,29,x,-20%,x,2%
CC(=O)c1ccc(Nc2nc(N3CCOCC3)nc(N3CCOCC3)n2)cc1,-2%,105,-7%,4%,-2%,5%
Cc1cccc(/C=C/c2nc3ccccc3c(=O)[nH]2)c1,-27%,7,34%[activator],x,10%,-2%
CC(=O)N1CCc2cc(S(=O)(=O)N3CCN(c4ccc(C)cc4)C(C)C3)ccc21 (stereo not drawn),x,u,x,1%,x,-4%
CC(=O)Nc1c(C(=O)N2CCCCCC2)cnn1-c1ccccc1,-9%,-1,-14%,-21%,1%,-4%
COC(=O)C1=C(c2cccc(OCc3ccccc3)c2)C[C@@H]2CC[C@H]1N2C(=O)NCc1ccc(OC)cc1,-2%,18,-3%,2%,x,-4%
CCOC(=O)c1[nH]c2ccc(Br)cc2c1NC(=O)CCN1CCCCC1,16%,x,x,0%,0%,-19%
Cc1ccc(S(=O)(=O)N2CCOC2CNC(=O)C(=O)NCc2cccnc2)cc1 (stereo not drawn),-10%,11,-3%,-8%,-3%,u
Cc1noc(C)c1COC(=O)c1cc(S(=O)(=O)N2CCOCC2)ccc1F,0%,64,-3%,-7%,x,-12%
CCn1c(C)cc(O)cc1=O,-1%,-2,26%,9%,0%,4%
COc1ccc(NC(=O)Cn2c(=O)oc3cc(S(=O)(=O)N4CCCC4)ccc32)c(OC)c1,-18%,-23,0%,-17%,-3%,u
